# Bioassay records as filed in PubChem.
# VIM-2 inh: blocks Pseudomonas aeruginosa VIM-2 metallo-beta-lactamase; purified VIM-2, nitrocefin hydrolysis, epi-absorbance fluorescence; hit rate 0.89% among 290,000; inhibition, % at 5.6 µM;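 active = inhibition above the mean of all tested compounds plus 3 SD, cutoff set per screening run, cut at about 7.5% in these data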;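 also: red hydrolysis product quenches plate fluorescence so inhibitors raise well fluorescence; 0% = enzyme with DMSO and 100% = DMSO without enzyme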
# GalR3 antag: human GalR3 antagonism. hit rate 0.44% among 360,000. inhibition, % at 3 µM. HEK293 GalR3-CNG cAMP membrane potential fluorescence; galR3 body fused to GalR1 C-terminus. O60755;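 active = inhibition above the screen-wide average plus 3 SD, cut at about 13% in these data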;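 also: forskolin and galanin both at EC90 stimulate the cells; cAMP rise reported by CNG channel membrane potential dye signal; 0% = forskolin plus galanin with DMSO and 100% = forskolin alone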
# Target sequence (O60755 1-299 limits assumed): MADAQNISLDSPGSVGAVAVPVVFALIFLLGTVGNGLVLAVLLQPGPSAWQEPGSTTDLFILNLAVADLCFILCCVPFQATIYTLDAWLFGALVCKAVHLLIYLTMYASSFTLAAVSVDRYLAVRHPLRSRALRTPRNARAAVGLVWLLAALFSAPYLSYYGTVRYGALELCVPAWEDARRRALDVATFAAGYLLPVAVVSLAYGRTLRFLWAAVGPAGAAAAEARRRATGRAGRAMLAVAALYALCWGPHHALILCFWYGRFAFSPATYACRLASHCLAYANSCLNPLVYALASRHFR
# pCIP destab: compounds decreasing mouse p/CIP protein stability | Q05BA5 | F442A p/CIP-EGFP cells, EGFP fluorescence, 16 h | decrease of EGFP signal, % at 10 µM | hit rate 0.01% among 290,000 | AID 1984;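 active = EGFP signal decrease of at least 30% at 10 µM or well 3 SD below plate mean, unless failing retest; inactive = the rest, including hits failing retest or dose response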; also: some compounds called inactive have numbers as strong as hits; many of its hits are not listed in these tables
# IMP-1 inhibitor: inhibitors of Pseudomonas aeruginosa IMP-1 metallo-beta-lactamase. inhibition, % at 5.6 µM. hit rate 0.45% among 290,000. purified IMP-1, nitrocefin hydrolysis, epi-absorbance fluorescence. AID 1556;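 active = inhibition above the mean plus 3 SD of all compounds in the same screening run, cut at about 4.5% in these data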;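 also: 0% = IMP-1 with DMSO and 100% = DMSO wells lacking enzyme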
#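 Test system: recombinant IMP-1 enzyme, purified / Medium: HEPES buffer pH 7.1 with ZnSO4 and Brij 35 / Doses: single dose, 5.6 µM / Times: 25 °C, 15 min preincubation, 25 min reaction / Detection: Epi-absorbance via hydrolysed-nitrocefin quenching of white-plate fluorescence, 480/530 nm, EDTA stop / Evaluation: percent inhibition from optical density relative to buffer-blank wells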
# CRFR2-BP antag: antagonists of CRF-binding protein/CRF-R2 receptor complex | HEK293 CRF-R2/CRF-BP, CRF-induced calcium fluorescence | inhibition, % at 11.8 µM | hit rate 0.59% among 350,000 | AID 588475;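 active = inhibition of the ligand-induced calcium signal above about 50% at the single tested concentration, limit read from the data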
# IDE act: activators of human insulin-degrading enzyme in cells. hit rate 0.073% among 340,000. AID 493087. activation, % at 5.96 µM. HEK cells, FAbeta-B cleavage, fluorescence polarization; 0% vehicle, 100% cell-free pure enzyme wells;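 active = activation above the mean of all tested compounds plus 3 SD, set per screening campaign, cut at about 17% in these data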
# IDE cell inh: inhibits human insulin-degrading enzyme in HEK cells; P14735; FAbetaB cleavage, fluorescence polarization; inhibition, % at 5.59 µM; hit rate 0.41% among 320,000; AID 434962;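 active = percent inhibition above the average of all tested compounds plus 3 SD, set per screening campaign, cut at about 16% in these data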;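 also: IDE supplied by intact live HEK cells; FP after avidin binding of uncleaved biotin substrate so inhibition keeps polarization high; 0% = DMSO wells and 100% = 60 µM reference IDE inhibitor Ii1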
# NS3 helicase inh: inhibitors of Hepatitis C virus NS3 helicase | NS3 helicase DNA unwinding, Cy5 molecular beacon fluorescence | inhibition, % at 10.9 µM | hit rate 0.56% among 290,000 | AID 1800;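 active = inhibition above the mean of all tested compounds plus 3 SD, set per campaign, cut at about 35% in these data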;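 also: 0% = DMSO wells and 100% = thioflavine S control wells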
#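 Control set: DMSO versus 110 µM thioflavine S; Material: NS3 helicase fragment of HCV; Measured by: Cy5 fluorescence at 0 and 60 min, beacon hairpin quenching; Read-out basis: percent inhibition from t60/t0 fluorescence ratio; Times: reaction time 60 min, 25 °C; Repeats: single replicate; Compound dosing: single dose, 10.9 µM nominal final, DMSO 0.8% final.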
# UBC9 SUMO inh: SUMOylation inhibition. HTRF SUMOylation assay, SAE1/SAE2 + UBC9, in vitro. inhibition, % at 35 µM. hit rate 0.36% among 290,000. AID 2006; in the data active = inhibition above about 50%, passing the limit was not always enough; also: strong numbers were not always called active
# Target sequence (P63279 whole entry, looked up): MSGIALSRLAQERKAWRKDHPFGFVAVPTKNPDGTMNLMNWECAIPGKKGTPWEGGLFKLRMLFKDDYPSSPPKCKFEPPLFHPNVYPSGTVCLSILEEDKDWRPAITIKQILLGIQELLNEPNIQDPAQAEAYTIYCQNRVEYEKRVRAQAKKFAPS
# Active calls of the source: *; / = not tested or not shown.
nr	SMILES	VIM-2 inh	GalR3 antag	pCIP destab	IMP-1 inhibitor	CRFR2-BP antag	IDE act	IDE cell inh	NS3 helicase inh	UBC9 SUMO inh
1	COC(=O)c1ccc(NC(=O)COc2ccc(N(C)S(=O)(=O)c3ccc(C)cc3)cc2)cc1	/	-4	/	/	6	2	2	/	/
2	COc1cc(/C=C(\C#N)C(=O)Nc2ccc(SC(F)F)cc2)cc(OC)c1OC	0.6	-3	8	-5.0	-34	-4	-1	3	10
3	CCC(C)NC(=O)[C@H](CSCc1ccccc1)N1Cc2ccccc2C1=O (stereo partly specified)	-3.6	-1	-5	-1.4	-1	3	-1	-1	14
4	COCCNC(=S)c1ccc(OC)cc1	-2.9	2	-1	-2.9	12	5	-2	-19	0
5	COc1ccc(N(CC(=O)NC2CCCC2)C(=O)c2ccc(C)s2)c(OC)c1	-3.0	-3	-18	-2.5	-3	-2	-1	-3	18
6	CCCn1c(N)c(N(CCOC)C(=O)c2ccc(Cl)c([N+](=O)[O-])c2)c(=O)[nH]c1=O	-1.4	-8	-1	-4.6	-5	0	2	1	5
7	CN(C)CCCN1C(=O)c2cccc3c([N+](=O)[O-])ccc(c23)C1=O	4.2	-3	-39	-1.1	81*	2	2	11	6
8	Clc1ccc(-n2ncc3c(NCCN4CCOCC4)ncnc32)cc1	-1.6	3	-17	1.6	-13	2	5	-12	8
9	Cn1c(CNC(=O)CCNC(=O)c2ccccc2)cc(=O)n(C)c1=O	-1.8	0	-11	-2.2	-1	-1	-2	4	19
10	CCOc1ccc(NC(=O)[C@H](C)NC(=O)C2CC(=O)N(c3ccc(OC)cc3)C2)cc1 (stereo partly specified)	-3.6	1	-6	-2.1	7	2	-1	2	19
11	COc1cc(CN=Cc2c(O)n(Cc3ccccc3)c(=S)[nH]c2=O)cc(OC)c1	-1.7	-4	-6	-2.6	-25	1	5	-9	13
12	CCCn1c(N)c(N2CCCCC2)c(=O)n(CC(=O)Nc2ccc(C(C)=O)cc2)c1=O	/	-2	/	/	4	7	6	/	/
13	COc1ccc(C(=O)COC(=O)c2cc(S(=O)(=O)N3CCCCC3)ccc2N2CCOCC2)c(OC)c1	/	5	/	/	5	5	4	/	/
14	Cc1ccc(-c2nnc(-c3ccc(NC(=O)c4ccco4)cc3)o2)cc1	-1.9	-4	1	-2.5	12	0	4	2	16
15	CC(C)(C)C(=O)NC(=C(Cl)Cl)P(=O)(O)O	10*	-2	-11	-0.3	-3	-3	5	-4	-2

# Next section, overlapping the part above by 2 compounds.
nr	SMILES	VIM-2 inh	GalR3 antag	pCIP destab	IMP-1 inhibitor	CRFR2-BP antag	IDE act	IDE cell inh	NS3 helicase inh	UBC9 SUMO inh
14	Cc1ccc(-c2nnc(-c3ccc(NC(=O)c4ccco4)cc3)o2)cc1	-1.9	-4	1	-2.5	12	0	4	2	16
15	CC(C)(C)C(=O)NC(=C(Cl)Cl)P(=O)(O)O	10*	-2	-11	-0.3	-3	-3	5	-4	-2
16	COc1ccc(CC(=O)Oc2ccccc2C)cc1	1.1	-10	-5	1.1	5	5	0	-7	10
17	COc1cc2c(cc1OC)[C@@H]1Cc3cc4c(cc3[C@H](C2)N1C)OCO4	-4.0	-4	-2	-3.3	3	-1	2	3	-3
18	CC(NC(=O)CN(C1CCCCC1)S(C)(=O)=O)c1ccccc1 (stereo unspecified)	-3.0	-2	2	-5.4	0	5	2	4	7
19	Clc1ccc(-c2nnc(COc3ncnc4sccc34)o2)cc1	-4.1	-6	-7	-3.3	13	3	3	3	-14
20	O=C(/C=C/c1cn(CC(O)CN2CCCCCC2)c2ccccc12)c1cccs1 (stereo unspecified)	-4.8	-5	-10	-2.0	-127	-4	6	-66	2
21	COC(=O)N1CC(=O)N(OC)C1c1ccc(Cl)cc1Cl (stereo unspecified)	-2.9	-2	-4	-3.5	8	-5	5	5	2
22	Cc1ccc(NC(=O)CN(Cc2ccccc2)S(C)(=O)=O)cc1C	-3.9	-6	-6	-1.5	-1	-2	0	-11	6
23	CCC(C)OC(=O)C1=C(C)NC(=O)NC1c1ccc(F)cc1 (stereo unspecified)	-3.8	-4	-18	-3.0	-19	-6	8	2	6
24	c1cc(SSc2ccncc2)ccn1	-4.4	-9	-5	-2.9	2	-8	11	9	7
25	Cc1ccc(CSCC(=O)NCc2ccc3c(c2)OCO3)cc1	-1.9	-6	-8	-3.2	8	7	10	-2	5
26	Cc1ccc(SC(C)C(=O)N2CCN(c3ccccc3)CC2)cc1 (stereo unspecified)	-2.1	-4	-8	-1.7	7	4	0	7	-1
27	CC1CCc2c(sc3nc(CSc4n[nH]c(N)n4)[nH]c(=O)c23)C1 (stereo unspecified)	-2.9	-1	8	-2.3	3	-5	9	0	-18
28	O=C(Nc1nnc(-c2ccccc2)o1)c1ccc(Cl)cc1	-3.9	2	-16	-3.6	73*	4	-1	7	24
29	CC(=O)Nc1ccc(S(=O)(=O)Nc2ccc3c(c2)OCO3)cc1	-4.9	-11	-2	-3.6	-7	-2	0	-1	10
30	O=S(=O)(NN1CCOCC1)c1cc(Cl)cc(Cl)c1O	-3.8	0	-6	-3.0	1	1	-2	0	12
31	CCCn1c2ccc(F)cc2c2nnc(NN)nc21	1.0	-4	-10	2.2	8	6	-2	1	14
32	CC1CCc2[nH]c3ccc(C(=O)N4CCCC(C(F)(F)F)C4)cc3c2C1 (stereo unspecified)	/	-4	/	/	-13	2	-1	/	/
33	Cc1cccc(N2CCN(S(=O)(=O)c3ccc(-c4coc(C)n4)cc3)CC2C)c1 (stereo unspecified)	-2.6	-7	-1	-4.1	4	1	-2	-9	-5
34	CCOCCCNC(=S)NCCCNc1nc2c(C)cc(C)cc2cc1C#N	-1.6	-6	-12	-3.2	10	-4	/	-14	22
35	CC1=NN(C(=S)Nc2ccccc2)C(c2ccccc2)C1 (stereo unspecified)	-2.6	4	1	-2.6	24	3	2	-4	4
36	CCCCn1c(SCC(=O)Nc2nc(C)cs2)nnc1-c1cccnc1	1.7	-8	-6	-2.6	3	-10	/	-3	4
37	O=c1ccc(S(=O)(=O)N2CCCC2)cn1Cc1ccc(F)cc1	/	-2	/	/	-2	2	2	/	/
38	COc1ccc(C2CC(c3cccs3)=NN2C(=O)CSc2nncs2)cc1OC (stereo unspecified)	-4.2	-2	-16	-2.3	-11	-6	5	-12	13
39	Cc1ccc2cc(CCNC(=O)C(=O)c3c(C)[nH]c4ccccc34)c(=O)[nH]c2c1	-2.3	-2	-10	-2.1	-21	1	0	1	13
40	Cc1ccc(C(=O)C(OC(=O)COc2ccccc2C)c2ccccc2)cc1 (stereo unspecified)	-1.9	-5	4	-3.7	-4	3	4	-6	-10
41	CC(Sc1nnc(-c2cc3ccccc3o2)n1-c1ccccc1)C(=O)O (stereo unspecified)	-2.6	1	-10	-2.8	25	3	2	11	0
42	N/C(=N\OC(=O)CCc1ccccc1)c1cccnc1	-2.5	0	1	-1.2	9	2	3	3	4
43	Cc1oc(C)c(C(=O)Nc2ccc(CC(=O)O)cc2)c1C(=O)Nc1ccc(CC(=O)O)cc1	-2.4	-5	8	-0.8	-2	2	-1	6	22
44	O=C(c1cccc(Br)c1)N1CCN(c2cnn(-c3ccccc3)c(=O)c2Cl)CC1	0.9	-6	2	0.6	3	-8	0	-8	10
45	COc1ccc(C2/C(=C(/O)c3ccccc3)C(=O)C(=O)N2CCN2CCOCC2)c(OC)c1 (stereo unspecified)	0.1	0	-9	-0.8	12	4	7	-1	22
46	COc1cccc(C2CCCN2Cc2nc(-c3cnccn3)no2)c1 (stereo unspecified)	-4.8	-8	2	-2.1	116*	7	4	-2	8
47	Cc1ccc(NC(=O)CCc2c(C)nn(-c3ccc(N4CCOCC4)nn3)c2C)cc1F	0.1	3	-1	2.1	16	-2	6	10	15
48	CCN(CCCCCN(C)C)Cc1cc2ccccc2o1	-1.2	2	-6	-2.5	13	6	1	-12	-14
49	Fc1cccc(Cl)c1Cn1nnc(-c2ccc3c(c2)OCO3)n1	-2.4	0	-11	-3.1	19	9	4	-4	10
50	CCN1CCCC1CNC(=O)c1cc2c(-c3ccc(Cl)cc3)nn(C)c2s1 (stereo unspecified)	0.0	/	4	-3.4	6	0	5	-60	27
51	CC(C)OC(=O)NC(Nc1ccccc1C(=O)O)(C(F)(F)F)C(F)(F)F	-3.4	8	-18	-1.4	5	0	-4	-3	-2
52	Cc1n(C)c2cc(Cl)ccc2[n+]1Cc1ccccc1	-0.2	-4	-4	1.8	-12	5	-2	-7	5
53	O=C(Oc1ccc(-c2nnco2)cc1)c1ccc(Br)o1	-1.1	-1	-10	-2.9	-16	7	-4	13	6
54	COc1ccc(N2C(=O)CSC23C(=O)N2c4c(cccc43)C(C)=CC2(C)C)cc1 (stereo unspecified)	-2.8	-8	4	-2.8	84*	6	2	-5	-21
55	Cc1c(NC(=O)c2cnn3c2NC(c2ccc(Br)cc2)CC3C(F)(F)F)c(=O)n(-c2ccccc2)n1C (stereo unspecified)	0.0	-2	-12	-3.5	-20	0	1	-10	12
56	CCn1c(CN2CCN(C(=O)c3ccco3)CC2)nc2c1c(=O)n(C)c(=O)n2C	2.3	0	-11	2.4	-7	-1	4	0	4
57	COc1ccc(Nc2nc(-c3cc4cccc(OC)c4oc3=O)cs2)cc1	-2.2	-4	-4	-0.6	-7	0	1	16	30
58	O=C(NCC(=O)N1CCCCC1)c1ccc(Cl)cc1Cl	-0.3	-3	-3	-0.2	1	4	1	4	7
59	COC(c1ccccc1)c1nnc(CCC(=O)N(C)CCOc2ccccc2)o1 (stereo unspecified)	-0.5	-2	-1	-2.3	-10	3	-3	0	-5
60	CC(NC(=O)c1cccnc1)C(=O)O (stereo unspecified)	-2.0	-4	-3	-0.3	16	3	1	10	-14
61	COc1cc(Cl)c(C)cc1NC(=O)CSc1nc2ccccc2o1	-1.8	-9	-11	-2.0	24	2	0	-9	-21
62	CC(O)CC(C(=O)NNc1ccccc1)C(=O)NNc1ccccc1 (stereo unspecified)	-2.2	1	-8	-1.8	8	0	1	1	16
63	Cc1ccc(SCCC(=O)NC(C(C)C)C(C)C)cc1	-2.0	3	-7	-3.2	0	-3	-1	6	-5
64	CCc1ccc2c(c1)/C(=C/C(=O)c1cccs1)C(=O)N2	-1.1	2	-17	-3.3	-3	-5	7	-5	-19
65	CCOC(=O)N1CCN(C(=O)CN(C)S(=O)(=O)c2ccc3c(c2)c(=O)n(C)c(=O)n3C)CC1	-3.1	-3	0	-1.9	-7	2	-2	-5	1
66	Cc1ccc(NC(=O)c2ccc([N+](=O)[O-])o2)cc1S(=O)(=O)N1CCOCC1	-1.3	-6	-24	-3.1	-16	/	-2	-6	-21
